Assay outcomes from PubChem.
PglD DTNB: C. jejuni PglD acetyltransferase inhibitors, primary screen, biochemical, DTNB colorimetric, single point; inhibition, % at 12.5 µM; purified PglD enzyme, DTNB colorimetric CoA detection; AID 602405, 2012; actives 0.098% (n = 360,000); in the data active means inhibition above about 16%, passing the limit was not always enough; inconclusive means no clear call, values can overlap the other calls; further: strong numbers were not always called active
LGR2 inh: inhibitors of bursicon-induced LGR2 CRE-luciferase signal, primary screen, cell-based, HEK293, CRE-luciferase reporter, bursicon stimulation | inhibition, % at 9.99 µM | actives 0.35% (n = 380,000) | bursicon-stimulated, 4 h;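 active means drop in luminescence signal, shown as inhibition above about 50% in the replicate tests, limit read from the data, passing the limit was not always enough; inconclusive means probably only some replicates passing the limit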;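 further: agonist challenge used bursicon conditioned medium at about half maximal strength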
Statin myotox sup: suppressors of statin myotoxicity in C2C12 myotubes, primary screen, cell-based, single point, plate reader; rescue of ATP level, % at 7.49 µM; actives 0.78% (n = 330,000); C2C12 myotubes + simvastatin, ATP luminescence, 48 h; scaled: DMSO 0, geranylgeraniol control 100;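 active means mean ATP rescue above about 67%, or every replicate alone reaching that limit, limit read from the data, passing the limit was not always enough; inconclusive means no clear call, values can overlap the other calls; inactive means mean under the limit and some replicate under it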;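 further: myotubes were challenged with 10 µM simvastatin during compound exposure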
PGC1a acetyl inh: inhibitors of PGC1a acetylation signal, primary screen, cell-based, U2OS, AlphaScreen, inhibitor mode; AID 651687, 2012; actives 0.17% (n = 350,000); AlphaScreen anti-acetyl-lysine; with virally co-expressed GCN5 acetyltransferase; inhibition, % at 15.6 µM;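 active means every replicate shows inhibition of at least 40%; inconclusive means mean inhibition at least 40% but some replicate below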;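 further: 0% = neutral control wells and 100% = positive control wells; some results beyond the cut were filed as inactive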
ARNT-TACC3 inh: disruptors of ARNT/TACC3 protein interaction, primary screen, biochemical, AlphaScreen, single concentration; Transforming acidic coiled-coil-containing protein 3 (Homo sapiens), Q9Y6A5; AlphaScreen His-ARNT PAS-B/GST-TACC3 binding, luminescence; TACC3 fragment carries E629A point mutation; inhibition, % at 9.99 µM; actives 0.66% (n = 390,000); AID 623870, 2012;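 active means mean inhibition of replicates at least 50% and at least half of replicates each reaching 50%; inconclusive means half or more replicates reach 50% but mean below 50%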;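 further: 0% = complete ARNT plus TACC3 wells and 100% = ARNT alone without TACC3; many hits fall short of the cut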
GSIS activator: GLuc luminescence reporter in INS-1E cells, primary screen for activators of glucose-dependent secretion of insulin | INS-1E GLuc reporter insulin secretion, 2-3 h | activation, % at 16.6 µM | actives 0.61% (n = 370,000) | AID 743287, 2014;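 active means lowest replicate activation of at least 40%, so every replicate reaches that level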;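 further: 0% = median of neutral control wells and 100% = median of IBMX positive control wells; some compounds called inactive have numbers as strong as hits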
Cneo AK release: Cryptococcus neoformans cell lysis inducers, primary screen, AK release luminescence, single concentration. lysis activity, % at 15 µM. C. neoformans lysis, adenylate kinase release luminescence, 4 h; normalised: neutral wells 0, clomiphene wells 100. actives 0.2% (n = 360,000). AID 651654, 2012;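 active means mean lysis activity across replicates of at least 80%, whatever share of replicates individually reach that level; inactive means mean lysis activity below 80%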
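Assay system: log-phase C. neoformans yeast / Quantity: yeast cell density of 5 × 10^6 cells/mL / Medium: fresh YPD growth medium / Compound: single dose / Timing: static 4 h at 37 °C with compound, 1 h detection / Measured by: adenylate kinase release luminescence / Read-out: lysis from increased AK signal / Benchmarks: Clomiphene as positive lysis control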
PAX8 reporter: inhibitors of PAX8-driven TPO luciferase reporter, primary screen, RMG-I cells, single concentration; SteadyGlo, 24 h; inhibition, % at 12.6 µM; actives 1.2% (n = 360,000);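 active means mean replicate inhibition at least 60% with every replicate also reaching 60%; inconclusive means only one of the two criteria is met; inactive means mean below 60% and not all replicates reaching 60%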;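 further: luciferase light reporting Pax8 driven TPO promoter activity; plate controls were median of neutral control wells for no effect and mitoxantrone controls for full effect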
* marks the source's active call; other numbers are inactive results; ? = inconclusive; nt = not tested or not shown.

SMILES	PglD DTNB	LGR2 inh	Statin myotox sup	PGC1a acetyl inh	ARNT-TACC3 inh	GSIS activator	Cneo AK release	PAX8 reporter
CCC(=O)Nc1ccc2c(c1)C(=O)N(C)C[C@H](OC)[C@H](C)CN(C(=O)c1ccccc1F)[C@H](C)CO2	-1	-5	5	7	-8	-2	-3	8
Cc1nnc(SCC(=O)Nc2c(Cl)cccc2Cl)n(N)c1=O	2	-1	1	nt	-1	7	0	-5
O=C(Cc1ccccc1)Nc1ccc(N2CCOCC2)cc1	nt	-19	nt	nt	-1	-5	nt	-1
Cc1cc(N2CCN(C)CC2)nc2ccc(NC(=S)N3CCCCC3)cc12	-6	-35	nt	2	11	6	-1	-45
O=c1[nH]c2ccc(S(=O)(=O)N3CCC(Cc4ccccc4)CC3)cc2o1	2	nt	8	11	-1	nt	-1	nt
CCCCc1ccc(-c2c(C#N)c(N)nc3c2CCCC3)s1	-2	nt	-11	7	nt	nt	1	nt
Cc1ccc(C(=O)ON=C2CCN(c3ccc([N+](=O)[O-])cc3)CC2)cc1	8	nt	1	1	-10	nt	-3	6
CCC(c1nnc(SC(C)C(=O)NC2CC2)n1-c1ccc(OC)cc1)N(C)C (configuration not stated)	-4	3	5	6	-3	3	4	-2
CC1(C(=O)Nc2cnc3ccccc3c2)CCN1Cc1ccc2c(c1)OCCO2 (configuration not stated)	2	-8	3	-7	nt	40	-1	7
CN(C)CCCNC(=O)C[C@@H]1CC[C@@H](NC(=O)c2ccccc2F)[C@H](CO)O1	-2	3	-18	10	-6	0	-1	6
Cc1ccc2c(c1)C(=O)C(=O)N2CCCOc1ccccc1	-2	-4	3	0	0	-49	0	-11
CC(C)(C)C(=O)NC(Nc1cccc2cccnc12)C(Cl)(Cl)Cl (configuration not stated)	1	nt	-5	nt	8	nt	4	nt
COc1ccc(S(=O)(=O)N(C)C[C@@H]2Oc3ccc(NC(=O)Nc4ccc(C(F)(F)F)cc4)cc3C(=O)N([C@@H](C)CO)C[C@@H]2C)cc1	1	-14	nt	5	-1	-8	0	nt
Cc1ccc(OC2CCN(C(=O)C3CCC(=O)N(C4CC4)C3)CC2)cc1 (configuration not stated)	-2	-8	7	nt	1	13	6	nt
C[C@@H]1CN([C@H](C)CO)S(=O)(=O)c2ccc(C#Cc3ccncc3)cc2O[C@H]1CN(C)C(=O)C1CCC1	-1	5	-4	-8	-1	-10	-1	nt
C[C@@H]1CN([C@@H](C)CO)C(=O)c2cc(-c3cccnc3)cnc2O[C@@H]1CN(C)C(=O)Cc1cccnc1	-6	-6	-8	7	-12	13	-2	nt
CCOC(=O)C1C(=O)NC(N2CCN(c3ccccc3)CC2)=NC1c1ccccc1 (configuration not stated)	4	nt	-13	-12	1	-2	-4	nt
CCCc1nc(SCC(=O)Nc2ccc(S(=O)(=O)N(C)C)cc2)c2ccccc2n1	2	2	nt	16	-4	7	2	nt
CCCCC(=Nc1ccc(N)cc1)C1=C(O)C(C(=O)OC)C(C)(C)CC1=O (configuration not stated)	2	nt	-1	-11	2	nt	1	13
Cc1cc2nccc(-c3ccc(Cl)cc3Cl)n2n1	1	-7	11	-6	-14	21	0	8
Cn1cc(-c2ccno2)c(C(=O)O)n1	2	nt	1	3	-5	27	5	-2
O=C(c1cccc(S(=O)(=O)NCc2ccccc2)c1)N1CCCC(C(F)(F)F)C1 (configuration not stated)	-4	5	-5	-14	0	-22	nt	9
C=CCOc1ccc(/C=N/NC(=O)C2CCCC2)cc1OCC	3	2	nt	12	3	11	3	-8
NC(=S)NN=C1c2cc(Cl)ccc2-c2c1cc(Cl)cc2[N+](=O)[O-]	-4	nt	-5	6	13	nt	3	nt
CCn1c(-c2cc3ccccc3cc2O)n[nH]c1=S	2	10	11	-13	3	-10	1	nt
Cc1ccccc1NC(=O)/C(C#N)=C/c1ccccc1C(F)(F)F	nt	16	nt	nt	-1	-22	nt	9
CN(C)CC(=O)N1CC2(C1)[C@@H](c1ccccc1)[C@@H](CO)N2C(=O)C1CCCC1	nt	-5	nt	7	nt	8	nt	-24
Cc1onc(-c2c(F)cccc2Cl)c1C(=O)N1CCN(c2ncccn2)CC1	-5	7	11	nt	-13	3	-2	-3
CC(=O)N(C)C[C@@H]1Oc2cc(C#CC(C)(C)O)ccc2S(=O)(=O)N([C@@H](C)CO)C[C@@H]1C	-2	-3	25	11	-8	3	-4	nt
CC(=O)c1cccc(NC(=O)C2=CC(c3ccc4c(c3)OCO4)=NS(=O)(=O)N2C)c1	-1	-2	-3	-19	5	nt	0	8
O=C(COC(=O)c1ccc(F)cc1F)c1ccc[nH]1	2	-32	-10	11	1	-9	-4	-11
COc1cccc(OC)c1C(=O)OCc1c(-c2ccccc2)ncc2ccccc12	-2	-5	9	3	27	3	-3	-5
CCOCc1nnc(NC(=O)c2cc(Cl)ccc2OC)s1	-2	nt	6	-3	-1	nt	-1	nt
N#C[C@H]1[C@@H](c2ccc(C#Cc3cccc(F)c3)cc2)[C@H](CO)N1C(=O)C1CCC1	-2	3	14	-23	4	0	-7	52
O=C(Nc1ccccc1F)N1CC2(C1)[C@H](c1ccccc1)[C@@H](CO)N2C(=O)CC1CC1	nt	-3	nt	3	nt	-10	nt	9
CC1CCN(CC(=O)Nc2ccc(S(=O)(=O)N3C(C)CCCC3C)cc2)CC1 (configuration not stated)	-5	17	-31	-1	0	-6	4	23
C[C@@H]1CN([C@H](C)CO)C(=O)c2cccc(NC(=O)Nc3cccc4ccccc34)c2O[C@H]1CN(C)C(=O)Nc1ccc(F)cc1	-2	6	-1	-2	17	-5	2	41
COC(=O)c1ccc(COc2ncnc3c(Cl)cc(Cl)cc23)o1	-6	nt	-4	-15	1	nt	1	nt
O=C(C[C@@H]1CC[C@H](NC(=O)Nc2ccc(C(F)(F)F)cc2)[C@@H](CO)O1)NCc1cccc(F)c1	1	4	-2	nt	2	-3	0	20
O=C(NC(C(=O)c1ccccc1)N1CCOCC1)c1cccs1 (configuration not stated)	-3	nt	21	27	nt	nt	-3	nt
COc1ccc(-c2nnc(SCC(=O)NCc3ccco3)n2C)cc1	-7	nt	nt	nt	1	nt	1	-2
CCOC(=O)c1sc(NC(=O)Nc2ccccc2F)nc1C	-1	?	14	-3	-18	32	-20	-53
CC(=O)N(C)C[C@@H]1[C@@H](c2ccc(-c3ccccc3)cc2)[C@H](CO)N1C(=O)C1CC1	-4	-6	1	4	-2	-2	0	-2
Cc1ccc(S(=O)(=O)N[C@H]2CC[C@H](CC(=O)N3CCc4ccccc4C3)O[C@H]2CO)cc1	-1	-11	-13	6	-10	6	6	-16
CC1CCCN(c2nc3nonc3nc2N2CCCC(C)C2)C1 (configuration not stated)	3	nt	5	nt	7	nt	9	nt
CC1CCc2ccccc2N1C(=N)N(C)C (configuration not stated)	nt	1	nt	0	-4	18	nt	10
CC(C)CCNC(=O)CN(C(=O)CCC(=O)Nc1ccccn1)c1ccc2c(c1)OCCO2	-4	nt	9	6	-10	7	3	-20
COc1ccc(CCNC(=O)C(=O)NCCOc2ccccc2)cc1OC	nt	14	nt	nt	2	14	nt	2
COc1ccccc1NC(=O)Cn1c(C)cc(=O)c2cccc(OC)c21	2	17	4	-51	-6	15	-11	16
O=C(NCc1cccnc1)c1cc2ccccc2oc1=O	3	-4	-10	-2	0	-1	2	nt

Some of the entries so far, bar-delimited.
SMILES | PglD DTNB | LGR2 inh | Statin myotox sup | PGC1a acetyl inh | ARNT-TACC3 inh | GSIS activator | Cneo AK release | PAX8 reporter
CCOCc1nnc(NC(=O)c2cc(Cl)ccc2OC)s1 | -2 | nt | 6 | -3 | -1 | nt | -1 | nt
N#C[C@H]1[C@@H](c2ccc(C#Cc3cccc(F)c3)cc2)[C@H](CO)N1C(=O)C1CCC1 | -2 | 3 | 14 | -23 | 4 | 0 | -7 | 52

(cont.)
SMILES	PglD DTNB	LGR2 inh	Statin myotox sup	PGC1a acetyl inh	ARNT-TACC3 inh	GSIS activator	Cneo AK release	PAX8 reporter
CC(=O)C1(O)CCC2C3CCC4CC(=O)CCC4(C)C3C(=O)CC21C (configuration not stated)	nt	-18	nt	-5	1	nt	nt	8
O=C(Cc1cccs1)Nc1ccc(NC(=O)c2ccco2)cc1	0	nt	nt	nt	43	nt	0	-100
CCOc1ccc2ccccc2c1C1NC(=S)N(C)C(C)=C1C(=O)OC (configuration not stated)	nt	6	-1	2	-3	0	nt	4
CCN(CC)C1=CC2=CC(=C(C#N)C#N)CCC2CC1 (configuration not stated)	nt	17	nt	nt	-7	-6	nt	21
COc1ccccc1S(=O)(=O)N[C@H]1CC[C@H](CCn2cc(C3CC3)nn2)O[C@@H]1CO	-1	1	4	-4	-3	-8	65	-3
Clc1cccc(Cl)c1C1=NOC(c2nnc(-c3ccccc3)o2)C1 (configuration not stated)	2	-37	17	-2	-4	-6	-6	-125
COCCOC(=O)C1=C(C)NC(SCC(=O)NC(C)(C)C)=C(C#N)C1c1ccco1 (configuration not stated)	-2	nt	-3	5	4	nt	1	-3
CCn1c2ccccc2c2cc(NC(=O)c3cccc([N+](=O)[O-])c3)ccc21	5	6	-132	-1	-10	-3	44	35
O=C(Nc1nnc(S(=O)(=O)N2CCCCCC2)s1)c1ccccc1	0	-30	-27	-14	-3	-14	0	-41
C[C@H](O)C#Cc1cnc2c(c1)C(=O)N([C@@H](C)CO)C[C@@H](C)[C@@H](CN(C)Cc1cccc(F)c1)O2	-1	2	-9	4	4	4	2	nt
COc1ccc(Cl)cc1-n1c(C)cc(C(=O)OCC(=O)N2CC(=O)Nc3ccccc32)c1C	nt	-2	nt	nt	-1	-11	nt	11
COc1cc(Cl)c(C)cc1NC(=O)CSc1nnc(-c2ccccn2)n1Cc1ccco1	3	nt	-3	2	-1	nt	-1	nt
C[C@H](CO)N1C[C@H](C)[C@@H](CN(C)C(=O)Nc2cccc(F)c2)Oc2ncc(C3=CCCC3)cc2C1=O	-1	23	-5	2	6	-32	-2	19
Cc1ccc(S(=O)(=O)N/N=C/c2ccc(OC3CSC3)cc2)cc1	4	nt	8	-9	1	nt	1	nt
CCOC(=O)c1c(N)c(C#N)c2n1CCCCC2	3	nt	-4	4	0	nt	0	nt
COc1ccc([C@H]2CC(=O)C=C(/C=C/c3ccccc3)C2)cc1	1	-46	-2	-11	-19	4	-3	-95
Cc1ccc(C(=O)N/C(=C\c2ccccc2F)c2nc(=S)[nH][nH]2)cc1	nt	0	-38	-10	1	-13	nt	19
COc1ccc(-c2c(C)n([O-])c(C)c(C)[n+]2=O)cc1OC	-5	nt	-1	5	-6	nt	0	nt
O=C(CC(NC(=O)c1ccccc1Cl)c1ccccc1)NCCc1ccc(Cl)cc1 (configuration not stated)	-5	-1	nt	9	0	5	4	nt
CCOc1ccc(C(CC(=O)O)n2cnnn2)cc1OC (configuration not stated)	-7	12	5	-1	-17	12	-2	7
CC(=O)c1cccc(-c2ccnc3c2CC(C(=O)Nc2cccnc2)O3)c1 (configuration not stated)	-2	0	10	nt	nt	-8	0	14
CC(NC(=O)c1ccc(OC2CCN(Cc3ccccn3)CC2)cc1)c1nccs1 (configuration not stated)	5	14	1	5	6	-3	1	6
C[C@H](CO)N1C[C@H](C)[C@H](CN(C)S(=O)(=O)c2ccccc2)Oc2ncc(C#CC3(O)CCCC3)cc2C1=O	0	-9	20	-4	1	11	5	-13
